WT yeast gro inh – growth inhibition of WT strain, primary screen, mitochondrial fusion inhibitor project, WT and mutant strains, chemical genetic; mitochondrial fusion phenotypic screen; inhibition, % at 10 µM; 190,000 compounds, 2.1% hits; in the data active = inhibition above about 58%; tested in S. cerevisiae
GPR35 arrestin U2OS – GPR35 antagonists blocking zaprinast-driven arrestin recruitment, primary screen, imaging, U2OS, beta-arrestin-GFP, zaprinast agonist (AID 2058) | U2OS GPR35 beta-arrestin-GFP translocation imaging, zaprinast antagonism; higher % means a stronger effect | G-protein coupled receptor 35 (Homo sapiens) | 290,000 compounds, 0.052% hits | inhibition, % at 10 µM; hits with a dose series show IC50 in µM;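 active = inhibition of at least 50% with at least 30 cells and total cytoplasm GFP at most 10,000,000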
UTI89 phage lysis – inhibition of K1F phage lysis, E. coli UTI89, bacterial capsule biogenesis inhibitors, alamar blue (AID 488966); E. coli UTI89 K1F phage lysis, alamar blue, 2 h; higher % means a stronger effect; 340,000 compounds, 0.02% hits; inhibition, % at 100 µM, or IC50 in µM where a hit was titrated;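 active = phage lysis inhibition, versus mean bacterial control, above a set limit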;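 note: capsule biogenesis inhibitors block K1F phage lysis so surviving cells raise fluorescence; higher fluorescence means more inhibition of phage lysis; actives were called in the ten point dose series up to 300 µM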
NTR1 ag – agonists of NTR1, primary screen, imaging, U2OS cells, beta-arrestin-GFP, high content (AID 493036); Neurotensin receptor type 1 (Homo sapiens), P30989; NTR1-U2OS beta-arrestin-GFP spot imaging, agonist mode; activation, % at 20 µM; 330,000 compounds, 0.17% hits;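 active = activation at or above 40% of the spot to cytoplasm intensity ratio, with at least 20 cells analyzed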;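 note: 0% = DMSO without peptide and 100% = 100 nM NTR1 peptide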
Target sequence (P30989 whole entry, looked up): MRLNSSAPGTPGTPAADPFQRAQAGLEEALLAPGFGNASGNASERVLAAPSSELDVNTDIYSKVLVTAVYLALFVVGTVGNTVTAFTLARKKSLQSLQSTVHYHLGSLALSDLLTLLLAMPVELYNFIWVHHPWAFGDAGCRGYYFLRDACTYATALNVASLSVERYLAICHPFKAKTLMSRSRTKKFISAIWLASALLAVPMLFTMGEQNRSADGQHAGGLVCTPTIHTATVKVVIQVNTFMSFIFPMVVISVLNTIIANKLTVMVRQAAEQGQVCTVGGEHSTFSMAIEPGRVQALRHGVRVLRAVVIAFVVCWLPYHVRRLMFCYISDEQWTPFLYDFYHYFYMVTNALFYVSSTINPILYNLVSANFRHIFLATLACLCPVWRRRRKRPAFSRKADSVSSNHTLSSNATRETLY
RSV CPE inhibition – RSV antiviral activity via CPE protection, HEp-2 cells, primary 10 µM value included (AID 2391) | 310,000 compounds, 0.13% hits | HEp-2 cells, RSV-induced CPE inhibition; higher % means a stronger effect | CPE inhibition, % at 10 µM; hits with a dose series show IC50 in µM; in the data active = a potency from the dose series; note: strong numbers were not always called active
LYP phosphatase – inhibitors of LYP phosphatase, biochemical, fluorescence intensity, uHTS (AID 1779). Tyrosine-protein phosphatase non-receptor type 22 (Homo sapiens). recombinant LYP phosphatase, fluorescence intensity; higher % means a stronger effect. inhibition, % at 11.5 µM, or IC50 in µM where a hit was titrated. 290,000 compounds, 0.054% hits; in the data active = inhibition above about 50%;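 note: plate controls were vehicle with enzyme for no effect and no enzyme for full effect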
Dengue-2 NS5 capping – Dengue-2 NS5 methyltransferase inhibitors, primary screen, biochemical, confirmation dose response (AID 588689); Dengue-2 NS5 methyltransferase capping enzyme assay, biochemical; higher % means a stronger effect; 340,000 compounds, 0.3% hits; inhibition, % at 25 µM, or IC50 in µM where a hit was titrated; in the data active = a potency from the dose series
Autophagy HCS – autophagy modulators in MEF cells, primary screen, imaging, high-content, MEF GFP-LC3; calls only at 10 µM (by protocol); MEF GFP-LC3 puncta imaging; test concentration mostly 10 µM; AID 463193, 2010; 190,000 compounds, 0.98% hits;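 active = percentage of spot-positive cells more than 3 SD above its plate mean, without a fluorescence outlier flag or 80% toxicity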;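 note: spot-positive cell cutoff set from DMSO-treated cells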
AID2073 – inhibitors of Mint1-CaV2.2 protein interaction, biochemical, HTRF (AID 2073); HTRF protein-protein interaction, Mint1-CaV2.2; higher % means a stronger effect; inhibition, % at 20 µM; hits with a dose series show IC50 in µM; 290,000 compounds, 0.19% hits; in the data active = inhibition mostly above about 51%, no sharp cut-off; note: some results filed as inactive read as strong as hits
WT yeast gro inh mutant strain – recorded beside WT yeast gro inh, whose call it bears; inhibition, %; mitochondrial fusion phenotypic screen, mutant strain inhibition
Autophagy HCS cell loss 18 h – second read-out of Autophagy HCS, no call of its own (marks repeat the call); toxicity, %; measured here: cell loss, nuclei count;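 cell loss after 18 h compound exposure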
NTR1 ag cell count 20 µM – further read-out of NTR1 ag, marked with its call; cell count; measured here: cell count, cytotoxicity flag
Dengue-2 NS5 capping pilot replicate – second read-out of Dengue-2 NS5 capping, no call of its own (marks repeat the call); inhibition, %; measured here: pilot screen replicate inhibition
The depositor's hits bear a star; i = inactive; . = no result given; [ ] = another dose, or the depositor's remark.

SMILES | WT yeast gro inh | WT yeast gro inh mutant strain | GPR35 arrestin U2OS | UTI89 phage lysis | NTR1 ag | NTR1 ag cell count 20 µM | RSV CPE inhibition | LYP phosphatase | Dengue-2 NS5 capping | Autophagy HCS | Autophagy HCS cell loss 18 h | AID2073 | others
O=C(N/N=C/c1ccncc1)c1ccc(NC(=O)c2ccc(Cl)cc2)cc1 | -9 | 18 | -8% | 0.1% | -1.2 | 76 | 1.8% | -2% | 2% | i | 21 | .
O=C(CNC(=O)c1ccco1)N=Nc1c(O)[nH]c2ccc([N+](=O)[O-])cc12 | . | . | -3% | 0.2% | 1.2 | 46 | 21µM* | -3% | -2% | . | . | -6%
Cc1ccc2nc(NC(=O)c3ccc(S(=O)(=O)N4CCCc5ccccc54)cc3)sc2c1 | -27 | -5 | 8% | 2.5%[50 µM] | 3.6 | 43 | 2.6% | 2% | -5% | i | 5 | 35%
Cc1ccccc1-c1nsc(SCC(=O)NCc2ccc3c(c2)OCO3)n1 | 5 | -8 | 15% | 2.1% | 0.2 | 32 | 1.7% | 5% | 4% | i | -12 | -4%
CCC(C)[C@H](NC(=O)NC(C)C)C(=O)O (stereo not given in full) | -6 | -9 | 13% | 0.2% | 2.5 | 65 | 0.7% | 3% | 1% | i | -53 | 5%
CC1(C)C(=O)OC(C(=O)c2ccc(C(C)(C)C)cc2)C(C)(C)C1=O (stereo not given) | 18 | -2 | -15% | 0.3% | -0.4 | 44 | 0.7% | -4% | -3% | i | -9 | 1%
CC1(C)CC(=O)C(C=Nc2cccc(/N=C/C3=C(O)CC(C)(C)CC3=O)n2)=C(O)C1 | 11 | 21 | 4% | . | . | . | . | -7% | . | i | 8 | 0%
Cc1cccc(OCC(O)CN2CCNCC2)c1 (stereo not given) | . | . | -1% | 1.4% | 0.8 | 76 | 0.3% | -8% | -10% | . | . | -9%
NNC(=O)CNC(c1ccccc1)c1cc(Br)ccc1NC(=O)c1ccc(Br)cc1 (stereo not given) | 41 | -13 | 17% | 0.6% | 5.6 | 65 | 7.0% | 3% | -3% | i | 11 | 6%
COc1ccc(OC)c2c(C)c(C)[nH]c12 | . | . | 9% | 0.1% | 5.0 | 100 | 5.2% | -3% | -8% | . | . | -107%
Cc1cccc(C)c1NC(=O)NC1(C(=O)N2CCCCC2)CCCCC1 | . | . | -10% | 0.4% | 0.0 | 45 | 1.3% | 0% | -14% | . | . | 0%
COC(=O)Nc1nn(-c2ccc(C)cc2)c(=O)c(C#N)c1C | 15 | 6 | 3% | -0.1% | 0.6 | 67 | 2.3% | -4% | -5% | i | 2 | 15%
Cc1cc(C(=O)Nc2ncn[nH]2)ccc1[N+](=O)[O-] | -3 | 9 | 12% | 1.1% | 0.4 | 97 | 0.6% | -2% | -8% | i | 7 | 2%
N#Cc1c(NCCO)ccc([N+](=O)[O-])c1NCCO | . | . | -12% | -0.1% | -0.3 | 48 | 1.1% | -4% | -12% | . | . | -4%
O=C(O)CCNC(=O)/C(=C/C=C/c1ccccc1)NC(=O)c1ccccc1 | 7 | 6 | -10% | -0.2% | -1.0 | 76 | 0.4% | 1% | -3% | i | -29 | -1%
Cc1ccc(OCc2n[nH]c(=S)n2-c2ccc(C)cc2)cc1 | 70* | 60* | 2% | -0.7% | -0.1 | 42 | 1.2% | -10% | 0% | i | -21 | -19%
Cc1nnsc1SCCNC(=O)Nc1ccc(Cl)cc1 | 2 | 2 | -3% | 0.5% | 2.4 | 43 | 11% | -5% | -19% | i | -1 | -40%
O=C(NNS(=O)(=O)c1ccccc1)c1ccc(F)cc1 | . | . | 6% | 0.0% | -0.9 | 50 | 1.0% | -5% | -5% | . | . | 2%
Cc1ncc(C[n+]2csc(CCOC(=O)CC3C4CC5CC(C4)CC3C5)c2C)c(N)n1 (stereo not given) | -15 | 3 | 11% | 1.5% | -0.1 | 81 | 0.5% | -9% | -2% | i | 23 | 0%
C=C(C)Cn1c(SCC(=O)O)nnc1-c1ccc(OC)cc1 | 13 | 15 | -1% | -0.2% | 3.3 | 87 | 0.2% | -4% | -4% | i | -1 | 14%
COCc1ccc(C(=O)N(C)CC2CCCN(CCc3ccc(OC)cc3)C2)o1 (stereo not given) | . | . | -1% | 0.2% | -0.3 | 48 | -0.1% | -7% | -4% | . | . | 18%
CCOC(=O)c1cccc(NC(=O)c2ccc(N(C)C)cc2)c1 | -6 | -20 | -13% | 1.7% | 1.2 | 46 | 3.2% | 4% | -3% | i | -4 | 4%
CCN(CC)S(=O)(=O)c1ccc(N2CCCC2)c(NS(=O)(=O)c2ccccc2)c1 | -14 | -16 | -7% | -0.5% | -1.7 | 70 | 1.6% | -3% | 1% | i | 1 | 1%
CCC(C)[C@H](NC(=O)NCc1ccc(F)cc1)C(=O)O (stereo not given in full) | . | . | 8% | 0.0% | -0.3 | 67 | 1.6% | -4% | -13% | . | . | 6%
O=C1CCOc2cc(OCc3ccccc3)ccc21 | -33 | -6 | -9% | 0.5% | 0.5 | 86 | 0.5% | -7% | -5% | i | -5 | 2% | Dengue-2 NS5 capping pilot replicate=-4.2
CC(C)[C@H](NC(=O)N1c2ccccc2NC(=O)[C@@H]1C(C)C)C(=O)N1CCC(C(=O)O)CC1 | . | . | -4% | 5.1% | 3.3 | 87 | 1.5% | -12% | -1% | . | . | 9%
c1ccc(NC2=NCCN2CC2CCCCC2)cc1 | . | . | . | 0.4% | 2.0 | 71 | -0.1% | . | -10% | . | . | .
CCN(CC)c1ccc(NC(=O)c2cnn(CC)c2)cc1 | 28 | 5 | 1% | -0.1% | -0.3 | 27 | 2.1% | -8% | -6% | i | -5 | -28%
C/C(=N\O)C(=O)NCc1ccncc1 | -2 | -7 | 16% | -0.3% | -0.1 | 37 | 2.0% | -6% | -1% | i | -30 | 8%
Cc1cccc(NC(=O)CN(c2ccc(F)cc2)S(C)(=O)=O)c1 | 10 | -20 | 1% | -0.5% | 2.8 | 48 | 1.5% | -7% | -9% | i | -1 | -13%

Among those listed so far, these have a Cl atom:
SMILES | WT yeast gro inh | WT yeast gro inh mutant strain | GPR35 arrestin U2OS | UTI89 phage lysis | NTR1 ag | NTR1 ag cell count 20 µM | RSV CPE inhibition | LYP phosphatase | Dengue-2 NS5 capping | Autophagy HCS | Autophagy HCS cell loss 18 h | AID2073 | others
O=C(N/N=C/c1ccncc1)c1ccc(NC(=O)c2ccc(Cl)cc2)cc1 | -9 | 18 | -8% | 0.1% | -1.2 | 76 | 1.8% | -2% | 2% | i | 21 | .
Cc1nnsc1SCCNC(=O)Nc1ccc(Cl)cc1 | 2 | 2 | -3% | 0.5% | 2.4 | 43 | 11% | -5% | -19% | i | -1 | -40%

Back to the main list; the 3 compounds before the break are reprinted first.
SMILES | WT yeast gro inh | WT yeast gro inh mutant strain | GPR35 arrestin U2OS | UTI89 phage lysis | NTR1 ag | NTR1 ag cell count 20 µM | RSV CPE inhibition | LYP phosphatase | Dengue-2 NS5 capping | Autophagy HCS | Autophagy HCS cell loss 18 h | AID2073 | others
CCN(CC)c1ccc(NC(=O)c2cnn(CC)c2)cc1 | 28 | 5 | 1% | -0.1% | -0.3 | 27 | 2.1% | -8% | -6% | i | -5 | -28%
C/C(=N\O)C(=O)NCc1ccncc1 | -2 | -7 | 16% | -0.3% | -0.1 | 37 | 2.0% | -6% | -1% | i | -30 | 8%
Cc1cccc(NC(=O)CN(c2ccc(F)cc2)S(C)(=O)=O)c1 | 10 | -20 | 1% | -0.5% | 2.8 | 48 | 1.5% | -7% | -9% | i | -1 | -13%
Cc1ccc(Oc2ncccc2C(=O)NC2CCSC2=O)cc1 (stereo not given) | -9 | -5 | 3% | -2.3% | 0.2 | 50 | -2.0% | -8% | 2% | i | -6 | -17%
CC(=O)Nc1nc(N)n(-c2ccccc2)n1 | -17 | -4 | -13% | 0.6% | 1.8 | 94 | 1.1% | -2% | -1% | i | 28 | 5%
CC(C)(C)c1ccc(SCCc2ccccn2)cc1 | . | . | -6% | 0.5% | 2.4 | 54 | 0.5% | -4% | 5% | . | . | -2%
O=S(=O)(NCC1CCN(c2ccc(S(=O)(=O)N3CCOCC3)cc2)CC1)c1ccc(F)cc1 | . | . | -7% | 0.0% | 1.5 | 58 | 3.2% | -6% | -2% | . | . | -5%
CC(=O)c1ccc(NC(=O)CCc2ccc(C)o2)cc1 | . | . | 15% | 0.0% | 0.3 | 64 | 1.6% | -10% | -4% | . | . | -1%
CC(=O)Nc1ccc(NC(=O)C(C)OC(=O)c2cccc(S(=O)(=O)N3CCCC3)c2)cc1 (stereo not given) | . | . | . | 1.6%[50 µM] | -1.1 | 55 | -0.1% | . | -5% | . | . | .
Cc1ccc(N(C)C(=O)CN(C)S(=O)(=O)c2ccc3c(c2)n(C)c(=O)c(=O)n3C)cc1 | . | . | -2% | 0.0% | -1.1 | 54 | 3.8% | -6% | -7% | . | . | 3%
Cc1ccc(OCC(=O)NNC(=O)C2CC(=O)N(c3ccc4c(c3)OCCO4)C2)cc1 (stereo not given) | . | . | . | 1.8%[50 µM] | 0.3 | 61 | -1.2% | . | 5% | . | . | .
CCOc1cc(CNCc2ccncc2)cc(Br)c1OCc1ccccc1F | 2 | 32 | 2% | -0.1% | 7.8 | 34 | -0.1% | -6% | -18% | i | -14 | -4%
Cc1ccc(Cl)cc1N1CCN(C(=O)c2cccc3c(=O)c(C)c(-c4ccccc4)oc23)CC1 | 58 | 5 | 13% | -0.3% | . | . | . | 2% | 7% | i | 10 | 13%
COc1ccc(NC(=O)CCN2CCN(S(=O)(=O)c3ccc(OC)cc3)CC2)cc1 | -2 | -9 | 7% | -0.3% | 1.2 | 69 | 3.8% | -7% | 4% | i | 7 | -3%
O=C(Nc1nnc(/N=C/c2ccco2)s1)c1ccc(F)cc1 | 6 | -4 | -9% | 0.1% | -0.9 | 74 | -0.5% | -5% | -4% | i | -8 | 0%
CCCCN(CC)c1nc(N)c(C#N)c(CC#N)c1C#N | -3 | -2 | -1% | 0.7% | 6.5 | 66 | 20% | 0% | -17% | i | 3 | 24%

Screens: PubChem BioAssay, several laboratories
